Screening data as filed in PubChem.
DAX1 inh-1: inhibitors of DAX1 repression of SF-1 activated StAR promoter | inhibition, % at 6.8 µM | HEK293T StAR-luciferase reporter, SF-1/DAX-1 repression relief | 370,000 tested, 1.1% active | AID 652010;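 active = inhibition above the mean over all tested compounds plus 3 SD, cut at about 3.6% in these data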;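 also: 0% = DAX-1 cells with DMSO and 100% = cells lacking DAX-1 with DMSO; higher inhibition means more luminescence from relief of DAX-1 repression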
ssDAF12 agonist: activators of S. stercoralis DAF-12 nuclear receptor | 370,000 tested, 1% active | HEK293 ssDAF-12/GRIP1 lit1-tk-luc reporter, luminescence; % of 3 µM dafachronic acid response | activation, % at 6.8 µM | AID 652126;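 active = activation above the mean over all tested compounds plus 3 SD, cut at about 0.9% in these data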;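 also: 0% = DMSO-only wells and 100% = 3 µM delta7-dafachronic acid wells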
KLK7 zymogen act: proKLK7 (human) activation, primary screen; purified proKLK7, EDANS-DABCYL substrate fluorescence; 100% is mature enzyme control, 0% vehicle; activation, % at 7 µM; 370,000 tested, 0.9% active; AID 652039;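 active = activation above the mean of all tested compounds plus 3 SD, computed per campaign excluding outliers beyond control limits, cut at about 13% in these data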
DAX1 inh-2: inhibits human nuclear receptor DAX1 | P51843 | HEK293 Gal4-DAX1 luciferase reporter, luminescence | inhibition, % at 6.75 µM | 340,000 tested, 0.99% active | AID 504766;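 active = inhibition above the mean over all tested compounds plus 3 SD, cut at about 4.2% in these data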;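 also: 0% = DAX1-transfected cells with DMSO and 100% = empty-vector control cells with DMSO; inhibition shows as a rise in luminescence from relieved DAX1 repression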
Target sequence (P51843 207-470 limits assumed): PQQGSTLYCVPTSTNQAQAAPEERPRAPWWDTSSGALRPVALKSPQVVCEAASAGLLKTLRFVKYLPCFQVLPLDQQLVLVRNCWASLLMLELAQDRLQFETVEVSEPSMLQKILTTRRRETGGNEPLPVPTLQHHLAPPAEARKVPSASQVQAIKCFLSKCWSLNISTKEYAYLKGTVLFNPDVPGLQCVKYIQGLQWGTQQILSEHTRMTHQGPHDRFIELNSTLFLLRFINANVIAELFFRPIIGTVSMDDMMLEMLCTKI
NPR2 activator: GC-B (human) receptor activation | P20594 | HEK293-GC-B cells, CNP EC30, cGMP TR-FRET; 0% at EC30 CNP, 100% saturating CNP | activation, % at 10 µM | 370,000 tested, 0.11% active | AID 1920062;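 active = activation at 10 µM reaching about 35% in either raw or pattern-adjusted values, limit read from the data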
HGIII-sPLA2 inh: Inhibits HGIII-sPLA2 liposome hydrolysis, primary screen; Q9NZ20; AID 743126; inhibition, % at 12.2 µM; 370,000 tested, 0.56% active; QFRET BODIPY PC-A2 liposome hydrolysis, fluorescence;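 active = inhibition above mean plus 3 SD of compounds lying within the high and low control bounds, cut at about 19% in these data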;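 also: 0% = median of test compound wells and 100% = no enzyme DMSO wells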
Target sequence (Q9NZ20 whole entry, looked up): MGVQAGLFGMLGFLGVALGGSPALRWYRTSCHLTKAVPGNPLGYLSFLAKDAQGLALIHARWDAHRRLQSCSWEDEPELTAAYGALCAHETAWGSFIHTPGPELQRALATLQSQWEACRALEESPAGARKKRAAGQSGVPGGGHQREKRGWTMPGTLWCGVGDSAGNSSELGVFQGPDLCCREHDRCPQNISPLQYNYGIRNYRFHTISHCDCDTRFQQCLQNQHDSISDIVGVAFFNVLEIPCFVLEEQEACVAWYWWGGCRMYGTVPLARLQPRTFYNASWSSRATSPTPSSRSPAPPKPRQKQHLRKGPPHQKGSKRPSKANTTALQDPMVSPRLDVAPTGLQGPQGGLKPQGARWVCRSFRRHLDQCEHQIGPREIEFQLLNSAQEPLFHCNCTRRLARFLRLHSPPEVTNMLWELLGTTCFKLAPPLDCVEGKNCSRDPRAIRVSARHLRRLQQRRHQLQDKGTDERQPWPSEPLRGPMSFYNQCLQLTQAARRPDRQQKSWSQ
hgDAF-12 ag: hgDAF-12 agonism, primary luciferase screen. HEK293 GAL4-hgDAF12 UAS-luciferase reporter, agonist luminescence; normalized to butyrate control. 370,000 tested, 1.8% active. AID 687014. activation, % at 6.8 µM;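 active = activation above a cutoff set at the mean of all screened compounds plus 3 SD, cut at about 10% in these data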;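 also: 0% = DMSO wells and 100% = sodium butyrate wells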
GAA850 FXN act: increases GAA850 frataxin promoter reporter activity | AID 540364 | activation, % at 6 µM | 360,000 tested, 0.56% active | HEK293 lucGAA850 FXN promoter luciferase reporter, 24 h; percent of 10 µM SAHA response;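 active = activation above the average of all compounds screened plus 3 SD, cutoff fixed separately per campaign, cut at about 7.5% in these data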;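 also: 0% = DMSO wells and 100% = 10 µM SAHA wells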
hcDAF12 agonist: activates DAF-12 receptor from parasite H. contortus; 370,000 tested, 1.4% active; activation, % at 6.8 µM; HEK293 hcDAF-12 lit1-tk-luc reporter, luminescence; 0% DMSO, 100% Δ7-dafachronic acid;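 active = activation above the mean of all tested compounds plus 3 SD, cut at about 5.5% in these data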;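 also: 100% = response to 3 µM Δ7-dafachronic acid high control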
GC-A act: GC-A (human) enzyme activation; P16066; HEK293 GC-A cells, cGMP TR-FRET, EC30 ANP; 0% at EC30 ANP, 100% saturating ANP; activation, % at 10 µM; 370,000 tested, 0.14% active; in the data active = activation above about 40%
SMARCA2 activ: SMARCA2 function activation, primary screen; MG213 cells, MMTV-luciferase reporter, dexamethasone, overnight; activation, % at 9.1 µM; 370,000 tested, 1% active; in the data active = activation above about 7.8%;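 also: 0% = vehicle wells and 100% = reference activator wells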
Starred values were filed as active, the others as inactive; nt = not tested or not shown. The list is partial; rates above refer to the full screens.

Keys: A = DAX1 inh-1; B = ssDAF12 agonist; C = KLK7 zymogen act; D = DAX1 inh-2; E = NPR2 activator; F = HGIII-sPLA2 inh; G = hgDAF-12 ag; H = GAA850 FXN act; I = hcDAF12 agonist; J = GC-A act; K = SMARCA2 activ
1. C[N+]1(C)C2CCC1CC(OC(=O)c1ccco1)C2 (configuration not stated)
  A = -0.5	B = -1.1	C = -0.2	D = 2.5	E = 6	F = 6	G = 1.7	H = -0.9	I = 0.8	J = 3	K = 2

2. Cc1ccc(-n2nc(C)cc2NC(=O)COc2cc(C)cc3oc(=O)c4c(c23)CCC4)cc1
  A = -0.3	B = -1.6	C = 0.7	D = 0.2	E = 1	F = 8	G = -3.1	H = -4.0	I = -1.3	J = 0	K = 2

3. CC[N+](CC)(CC)CC
  A = 0.7	B = -0.6	C = 0.5	D = -0.4	E = 5	F = -5	G = -0.4	H = -0.2	I = 0.7	J = 2	K = -1

4. Cn1c(O)c(C=NC2C(=O)C3(C)CCC2C3(C)C)c(=O)n(C)c1=O (configuration not stated)
  A = -0.5	B = -0.9	C = 0.6	D = -0.3	E = 0	F = 0	G = -1.3	H = 2.3	I = -0.4	J = 3	K = 2

5. CCCCOC(=O)C1=C(N)OC2=C(C(=O)CC(C)(C)C2)[C@]12C(=O)N(C)c1ccccc12
  A = 0.0	B = -0.7	C = 0.3	D = -0.3	E = -4	F = -1	G = 0.4	H = -0.1	I = -1.1	J = -5	K = 2

6. N#CC12CC(=O)N1Cc1cnnn1-c1ccccc12 (configuration not stated)
  A = -0.6	B = -0.7	C = -0.3	D = nt	E = 3	F = 9	G = 2.2	H = nt	I = 1.6	J = 1	K = -4

7. CN(C)C(=O)Oc1cc(=O)n2c3c(cccc13)CCC2
  A = -0.1	B = -1.0	C = -0.1	D = 0.6	E = -6	F = -4	G = -0.1	H = 2.2	I = -1.4	J = 1	K = 6

8. N#CC(C#N)=Cc1ccc(N2CCCC2)cc1
  A = -2.6	B = -1.4	C = 0.4	D = -0.3	E = 2	F = 0	G = -3.2	H = -1.5	I = 1.6	J = 0	K = -2

9. O=C(CCN1CCOCC1)Nc1ccc(Br)cc1C(=O)c1ccccc1
  A = -1.1	B = -0.5	C = 0.5	D = -0.7	E = 0	F = 7	G = -1.1	H = 1.7	I = -1.0	J = 9	K = -3

10. COc1ccc(N=Cc2c(O)n(Cc3cccs3)c(=O)[nH]c2=O)cc1
  A = -0.1	B = -1.8	C = -0.3	D = -1.3	E = -5	F = 2	G = -1.2	H = 1.2	I = -1.1	J = 7	K = 0

11. Cc1ccc(OCC(=O)N2CCN(Cc3ccc([N+](=O)[O-])cc3)CC2)cc1
  A = -1.8	B = -1.9	C = 0.4	D = -2.1	E = 0	F = -4	G = -4.8	H = -0.6	I = -2.3	J = -3	K = -1

12. O=C(NCCN1CCC2(CC1)C(=O)NCN2c1ccccc1)c1ccc2ccccc2c1
  A = -0.7	B = -1.4	C = 1.1	D = nt	E = -5	F = -2	G = -0.5	H = nt	I = -1.6	J = -4	K = 4

13. CCc1cc(=O)[nH]c(SCCCF)n1
  A = -0.1	B = 0.3	C = 0.3	D = -1.1	E = 1	F = 3	G = 5.5	H = 1.0	I = -0.4	J = 6	K = -1

14. CN(C)CC1CSCCC1(O)c1ccccc1 (configuration not stated)
  A = -0.2	B = -1.3	C = -0.1	D = 0.3	E = 2	F = 3	G = 0.5	H = -2.2	I = -2.1	J = 2	K = -5

15. CC(=O)Nc1ccc(CC(=O)N2CCN(Cc3ccccc3)CC2)cc1
  A = 0.0	B = -1.1	C = -0.9	D = 0.7	E = 3	F = 3	G = 2.4	H = 0.0	I = -1.7	J = 7	K = -2

16. COc1ccc(N=C2SCCCN2C)cc1
  A = 0.4	B = -0.7	C = 0.1	D = 0.2	E = -2	F = 9	G = 2.2	H = -1.2	I = 1.3	J = 7	K = -4

17. COc1cccc(CN2CCNCC2)c1
  A = 0.2	B = -1.3	C = 0.0	D = -1.0	E = 4	F = 10	G = -0.2	H = 1.5	I = 3.9	J = 2	K = -4

18. O=S(=O)(NC1CCCCC1)OCC(Cl)(Cl)Cl
  A = -0.1	B = -0.9	C = 0.4	D = 0.8	E = 4	F = 2	G = -1.4	H = 3.0	I = -0.5	J = -1	K = -1

19. CCOC(=O)c1cc2c(cn1)[C@@H](CCO)NC2
  A = 0.4	B = -1.1	C = 0.1	D = -1.4	E = 1	F = 1	G = -2.4	H = -0.7	I = -0.6	J = 4	K = 3

20. C=CCn1c(O)c(C(CC)=NCC2CCCO2)c(=O)[nH]c1=O (configuration not stated)
  A = 0.0	B = -1.4	C = 0.0	D = 1.6	E = -2	F = 0	G = -1.9	H = 3.7	I = -1.1	J = 4	K = -2

21. CSc1nnc(C2CCNCC2)n1C
  A = -0.1	B = -1.4	C = -0.7	D = -0.8	E = 4	F = -3	G = 2.6	H = 1.3	I = -1.1	J = 0	K = -2

22. CC(=NCc1ccco1)c1c(O)n(-c2ccc(C)cc2)c(=O)[nH]c1=O
  A = 0.6	B = -1.4	C = 1.1	D = 1.4	E = -4	F = -4	G = 2.4	H = -0.4	I = -1.1	J = -1	K = -1

Reprinted at random: 2 records from the list, in no set order.
Keys: A = DAX1 inh-1; B = ssDAF12 agonist; C = KLK7 zymogen act; D = DAX1 inh-2; E = NPR2 activator; F = HGIII-sPLA2 inh; G = hgDAF-12 ag; H = GAA850 FXN act; I = hcDAF12 agonist; J = GC-A act; K = SMARCA2 activ
16. COc1ccc(N=C2SCCCN2C)cc1
  A = 0.4	B = -0.7	C = 0.1	D = 0.2	E = -2	F = 9	G = 2.2	H = -1.2	I = 1.3	J = 7	K = -4

21. CSc1nnc(C2CCNCC2)n1C
  A = -0.1	B = -1.4	C = -0.7	D = -0.8	E = 4	F = -3	G = 2.6	H = 1.3	I = -1.1	J = 0	K = -2

Arranged by length of the SMILES (rising): some entries from above
Keys: A = DAX1 inh-1; B = ssDAF12 agonist; C = KLK7 zymogen act; D = DAX1 inh-2; E = NPR2 activator; F = HGIII-sPLA2 inh; G = hgDAF-12 ag; H = GAA850 FXN act; I = hcDAF12 agonist; J = GC-A act; K = SMARCA2 activ
21. CSc1nnc(C2CCNCC2)n1C
  A = -0.1	B = -1.4	C = -0.7	D = -0.8	E = 4	F = -3	G = 2.6	H = 1.3	I = -1.1	J = 0	K = -2

19. CCOC(=O)c1cc2c(cn1)[C@@H](CCO)NC2
  A = 0.4	B = -1.1	C = 0.1	D = -1.4	E = 1	F = 1	G = -2.4	H = -0.7	I = -0.6	J = 4	K = 3

22. CC(=NCc1ccco1)c1c(O)n(-c2ccc(C)cc2)c(=O)[nH]c1=O
  A = 0.6	B = -1.4	C = 1.1	D = 1.4	E = -4	F = -4	G = 2.4	H = -0.4	I = -1.1	J = -1	K = -1

Molecules from the list above containing four or more nitrogen atoms (3):
Keys: A = DAX1 inh-1; B = ssDAF12 agonist; C = KLK7 zymogen act; D = DAX1 inh-2; E = NPR2 activator; F = HGIII-sPLA2 inh; G = hgDAF-12 ag; H = GAA850 FXN act; I = hcDAF12 agonist; J = GC-A act; K = SMARCA2 activ
6. N#CC12CC(=O)N1Cc1cnnn1-c1ccccc12 (configuration not stated)
  A = -0.6	B = -0.7	C = -0.3	D = nt	E = 3	F = 9	G = 2.2	H = nt	I = 1.6	J = 1	K = -4

12. O=C(NCCN1CCC2(CC1)C(=O)NCN2c1ccccc1)c1ccc2ccccc2c1
  A = -0.7	B = -1.4	C = 1.1	D = nt	E = -5	F = -2	G = -0.5	H = nt	I = -1.6	J = -4	K = 4

21. CSc1nnc(C2CCNCC2)n1C
  A = -0.1	B = -1.4	C = -0.7	D = -0.8	E = 4	F = -3	G = 2.6	H = 1.3	I = -1.1	J = 0	K = -2
